Compound activity (PubChem)
PP5 inh: PP5 phosphatase inhibitors, primary screen, biochemical, fluorescence; purified PP5c, OMFP substrate fluorescence; AID 1987, 2009; 320,000 compounds, 0.18% hits; inhibition, % at 6.7 µM;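 active means inhibition above the campaign's mean inhibition across all tested compounds plus 3 SD, cut at about 9.5% in these data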;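 further: 0% = DMSO only and 100% = 100 µM cantharidin control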
GRK2 inh: compounds blocking aptamer binding on GRK2 – biochemical, human GRK2, bead flow cytometry, HTS, primary screen; Beta-adrenergic receptor kinase 1 (Homo sapiens), P25098; FAM-aptamer displacement from GRK2; inhibition of aptamer binding, % at 10 µM; 330,000 compounds, 0.59% hits; AID 488847, 2010;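 active means inhibition of aptamer binding above 40%, roughly 3 SD of noise, on plates passing a quality check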;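 further: median bead fluorescence of bound FAM aptamer so fluorescent compounds give negative values; no value below 0 was filed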
VLA-4 inh: inhibition in human VLA-4 binding assay, primary screen, VLA-4 allosteric modulator project, MLPCN library, flow cytometry, VLA-4 expressing cells; 330,000 compounds, 0.2% hits; ligand binding flow cytometry; inhibition, % (about 7 µM as worked out from the volumes in the protocol); Integrin alpha-4 (Homo sapiens), P13612; AID 2557, 2010; in the data active means inhibition above about 50%
procasp3 activ: activators of human procaspase-3 D3A mutant, primary screen, biochemical, absorbance, PC-3 D3A mutant, single concentration | Caspase-3 (Homo sapiens), P42574 | recombinant procaspase-3 D3A, Ac-DEVD-pNA absorbance 405 nm | activation, % at 8.5 µM | 330,000 compounds, 0.11% hits | AID 463141, 2010;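 active means activation above the mean of all tested compounds plus 3 SD, cut at about 21% in these data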;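 further: 0% = DMSO alone and 100% = DMSO wells spiked with extra 5 µM PC-3 D3A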
Target sequence (P42574 whole entry D9A/D28A/D175A): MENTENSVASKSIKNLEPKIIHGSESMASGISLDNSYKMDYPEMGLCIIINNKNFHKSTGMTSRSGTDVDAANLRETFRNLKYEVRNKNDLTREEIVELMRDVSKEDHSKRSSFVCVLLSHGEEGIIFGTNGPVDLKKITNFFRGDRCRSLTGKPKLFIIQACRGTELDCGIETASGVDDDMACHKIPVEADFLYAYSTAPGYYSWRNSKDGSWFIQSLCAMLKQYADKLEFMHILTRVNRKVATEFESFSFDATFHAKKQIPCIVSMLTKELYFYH
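material = Procaspase-3 D3A mutant | probe or stimulus = Ac-DEVD-pNA | compound = single dose, 8.5 µM nominal compound, 0.8% DMSO | timing = 1 h preincubation, 2 h reaction | measured by = 405 nm absorbance of p-nitroaniline, reads at 0 and 120 min | benchmarks = DMSO-only low control, 5 µM PC-3 D3A high control | repeats = singlicate, each compound tested once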
HCV core dimer: inhibitors of HCV core protein dimerization, primary screen, biochemical, TR-FRET, high-throughput; TR-FRET GST/Flag-core106 dimerization, 1536-well; inhibition, % at 5 µM; 300,000 compounds, 0.33% hits;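 active means inhibition above the mean of all tested compounds plus 3 SD, set per screening campaign, cut at about 45% in these data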
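Material: GST/Flag-tagged HCV core106 proteins. Incubation: 4 h, 22.5 °C incubation. Read-out basis: inhibition (%) from 671 over 617 nm ratio. Measured by: TR-FRET, excitation 340 nm, emission 617 and 671 nm.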
procasp7 counter: procaspase-7 activators, primary screen, counter-screen for procaspase-3 activator project, biochemical, absorbance, HTS, human. Caspase-7 (Homo sapiens), P55210. recombinant procaspase-7, Ac-DEVD-pNA absorbance 405 nm; D23A/D198A/D206A triple mutant, cannot self-cleave; scale: DMSO 0, 5 µM enzyme 100. activation, % at 8.5 µM. 330,000 compounds, 0.093% hits;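 active means percent activation above the screen-wide mean plus 3 SD, cut at about 25% in these data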
Target sequence (P55210 whole entry D23A/D198A/D206A): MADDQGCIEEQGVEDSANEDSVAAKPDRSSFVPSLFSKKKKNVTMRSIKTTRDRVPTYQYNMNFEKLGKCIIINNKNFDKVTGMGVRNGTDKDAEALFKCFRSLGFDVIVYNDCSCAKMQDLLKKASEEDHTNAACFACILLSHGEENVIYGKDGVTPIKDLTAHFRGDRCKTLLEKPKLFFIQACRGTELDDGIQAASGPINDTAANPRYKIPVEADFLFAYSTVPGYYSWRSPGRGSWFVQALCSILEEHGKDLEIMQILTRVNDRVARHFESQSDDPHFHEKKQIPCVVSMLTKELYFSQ
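Assay system – Uncleavable procaspase-7 mutant enzyme · Quantity – 2 µM procaspase-7 mutant as dispensed · Times – 1 h preincubation, 2 h reaction · Dosing – single nominal 8.5 µM compound dose, 0.8% DMSO final · Buffer or medium – Zinc-free 50 mM HEPES buffer, pH 7.4, with NaCl and Triton X-100 · Detection – Epi-absorbance of released pNA at 405 nm, two timepoints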
CTSL1 counter: Fasciola hepatica cathepsin L1 inhibitors, primary screen, counter-screen for PFM18AAP inhibitor project, biochemical, QFRET, fluorogenic peptide substrate; recombinant F. hepatica cathepsin L1, Z-Leu-Arg-MCA fluorescence; inhibition, % at 5.96 µM; 300,000 compounds, 0.49% hits; AID 1906, 2009;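 active means inhibition above the mean of all tested compounds plus 3 SD, set per screening campaign, cut at about 17% in these data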;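 further: 0% = plate median of test compound wells and 100% = 1 µM Z-Phe-Ala-diazomethylketone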
JMJD2C inh: inhibitors of GASC-1 histone demethylase, primary screen, biochemical, fluorescence, DELFIA europium; GST-JMJD2C(1-420) H3K9me3 demethylation; inhibition, % at 2.35 µM; 330,000 compounds, 0.069% hits; AID 2099, 2009;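 active means more than half of a compound's replicate wells show inhibition beyond 50%, single wells judged on their own value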;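 further: signal counts dimethyl H3K9 product captured on neutravidin plate; 0% = median of DMSO wells and 100% = 0.3 times that DMSO median; strong numbers were not always called active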
PP1 counter: PP1-alpha phosphatase inhibitors, primary screen, counter-screen for PP5 inhibitor project, biochemical, fluorescence, OMFP substrate, single point; inhibition, % at 6.7 µM; AID 2235, 2010; 320,000 compounds, 0.9% hits; purified PP1alpha; Serine/threonine-protein phosphatase PP1-alpha catalytic subunit (Homo sapiens), P62136;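 active means inhibition above the mean inhibition of all tested compounds plus 3 SD, computed separately for each screening campaign, cut at about 15% in these data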
Target sequence (P62136 whole entry, looked up): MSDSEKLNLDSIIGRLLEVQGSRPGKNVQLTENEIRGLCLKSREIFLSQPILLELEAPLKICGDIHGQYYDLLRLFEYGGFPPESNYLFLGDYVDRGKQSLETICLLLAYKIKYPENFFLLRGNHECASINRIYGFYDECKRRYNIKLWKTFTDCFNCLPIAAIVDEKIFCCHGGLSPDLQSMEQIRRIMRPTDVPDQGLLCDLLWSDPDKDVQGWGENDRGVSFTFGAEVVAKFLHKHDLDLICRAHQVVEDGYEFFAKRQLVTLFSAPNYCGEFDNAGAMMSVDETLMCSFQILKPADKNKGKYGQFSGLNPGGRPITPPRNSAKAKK
* marks the source's active call; other numbers are inactive results; . = not tested or not shown.

SMILES	PP5 inh	GRK2 inh	VLA-4 inh	procasp3 activ	HCV core dimer	procasp7 counter	CTSL1 counter	JMJD2C inh	PP1 counter
COc1ccc(-c2csc(N(CCc3ccc(OC)c(OC)c3)C(=O)COc3ccccc3)n2)cc1	3.4	18	5	-1	-1	-2	1	8	8
CN(C)S(=O)(=O)c1ccc(Cl)c(NC(=O)CN2CCc3ccccc3C2)c1	3.8	0	0	-4	3	13	-3	0	2
O=C(Nc1cccc(S(=O)(=O)N2CCOCC2)c1)c1ccc2ccccc2n1	3.4	0	-5	4	-3	14	-2	0	3
OCC1CCCN1C(=S)Nc1ccccc1 (stereo not drawn)	3.3	0	7	-5	-4	5	0	-2	1
O=C(O)CSCC(=O)Nc1ccc(C2CCCCC2)cc1	2.9	0	-28	6	-3	-8	-3	1	-1
CNC(=O)c1c(C)noc1C	0.6	0	-43	1	-2	-8	0	-11	1
COc1ccc(CC(=O)OCC(=O)NC2CC2)cc1	0.0	1	9	2	.	3	.	14	2
Cc1c(Br)c(C(=O)NNC(=O)c2ccc(C(C)(C)C)cc2)nn1C	-0.1	0	-5	5	0	2	-3	19	-1
O=C(Oc1ccccc1/C=C\C(=O)c1cc2ccccc2o1)c1ccccc1	2.5	0	-11	-5	10	9	4	4	4
CC12CN3CCN(CC(C3)/C1=N/N=C/c1cccc([N+](=O)[O-])c1)C2	1.7	2	7	-1	1	10	7	2	-5
COc1ccc(S(=O)(=O)N2CCCCCC2)cc1NC(=O)CN1C(=O)NC(C)(c2ccccc2)C1=O (stereo not drawn)	-1.4	2	0	9	14	-2	-9	-3	-1
COc1ccc(Nc2nc(NCc3ccco3)nc(N/N=C/c3ccccc3)n2)cc1	3.3	2	-2	8	16	-2	1	-6	11
O=C(O)CSc1c2c(nc3cc(C(=O)Nc4ccc(F)c(Cl)c4)ccc13)CCCC2	0.0	3	-2	6	4	-4	0	13	-1
Cc1noc(C)c1COc1ccc(C(=O)NNC(=O)c2ccccc2F)cc1	-0.1	1	5	-2	.	-3	.	-7	0
O=C(Nc1ccc(Cl)c(Cl)c1)Oc1ccc(NC(=O)c2ccco2)cc1	2.1	0	14	-9	13	-7	-1	11	1
Cc1n[nH]c(C)c1-c1nc2ccccc2[nH]1	-2.4	1	11	5	1	6	4	-17	-2
CCOc1cc(/C=N/NC(=O)c2cccnc2)cc(Br)c1OCC(N)=O	0.1	1	28	7	0	2	4	-9	0
CCN(C(=O)c1c(-c2ccccc2Cl)noc1C)C1CCCCC1	-0.4	2	15	10	-1	6	2	7	5
Cc1ccc(F)cc1NC(=O)COC(=O)COc1ccc(C#N)cc1	-0.7	1	28	1	-1	5	-5	2	-3
COc1ccc(C(=O)Nc2cc(Cl)ccc2C(=O)O)cc1	1.4	1	4	-7	7	-4	1	-1	0
O=C1c2ccccc2C(=O)N1c1ncc(Cc2ccc(Cl)cc2)s1	-0.2	0	4	-2	4	5	-4	-9	8
COc1ccc2[nH]c3c(NCc4ccco4)ncnc3c2c1	6.7	0	-2	-12	-3	-9	0	-3	-1
N#Cc1cnn2c(-c3cccc([N+](=O)[O-])c3)ccnc12	-0.6	1	20	5	.	14	.	-3	-2
NCCNc1cc(N2CCCC2)ccc1[N+](=O)[O-]	2.8	0	21	8	-11	2	1	-10	-2
OCCOCCOCCn1c2ccccc2c2ccccc21	0.4	0	29	9	1	-3	-1	-4	-2
CCOC(=O)N1CCN(C(=O)c2cc3cc(C)ccc3[nH]2)CC1	-1.9	0	6	4	13	-13	4	13	-3
COc1cccc(NC(=S)NCc2cccnc2)c1	1.9	0	-2	-2	2	3	-3	0	-4
Cc1cccc(N2CCN(C(=O)c3cc4n(n3)C(C(F)(F)F)CC(c3ccco3)N4)CC2)c1C (stereo not drawn)	8.2	1	10	3	17	-4	4	-9	3
CN(C(=O)c1cc(COc2ccc(F)c(F)c2)on1)C1CCOC1 (stereo not drawn)	0.1	1	-14	7	-1	5	-2	-14	-1
CC(Oc1ccc(Cl)cc1Cl)C(=O)NC(=S)N1CCc2ccccc21 (stereo not drawn)	-4.5	0	-5	-8	3	-5	0	-5	0
Cc1ccc[n+](CC(=O)Nc2cc(C(F)(F)F)ccc2Cl)c1	-0.4	0	-1	2	2	1	4	9	-6
O=C(O)c1cc(S(=O)(=O)O)cc(Nc2c3ccccc3nc3ccccc23)c1O	0.7	2	4	-4	-16	-6	3	-3	0
COc1c(Cl)cc(-c2noc(C)c2C(=O)NCCc2ccc(C)cc2)cc1Cl	3.2	0	29	6	3	8	-2	2	-6
CCn1c(=O)c(=O)[nH]c2cc(C(=O)NCc3ccc(F)cc3)ccc21	0.3	0	-51	5	-3	13	3	0	-2
Cc1nn(C)c(C)c1NC(=O)CC12CC3CC(CC(C3)C1)C2	2.0	0	-5	0	-5	-12	-11	-2	1
Cc1ccc(-n2cccn2)c(CN2CCCC(C(=O)c3sccc3C)C2)c1 (stereo not drawn)	0.1	13	7	0	5	8	1	-2	-3
Cc1ccccc1CS(=O)(=O)CCC(=O)N1CCN(c2ccc(N3CCOCC3)nn2)CC1	0.3	0	14	-1	1	8	-1	-12	0
CC(O)CNc1nc2c(c(=O)n(Cc3cccc(Cl)c3)c(=O)n2C)n1C (stereo not drawn)	-0.1	3	-2	11	-2	13	1	3	1
O=C(CSc1nc2ccccc2s1)c1cc2ccccc2o1	0.7	1	-168	-11	8	-13	1	-7	7
Cc1ccc2ccccc2c1Cn1c(-n2ccnc2)nc2c1c(=O)n(C)c(=O)n2C	0.5	2	-6	8	10	5	3	22	3
O=C(/C=C/c1ccc(S(=O)(=O)N2CCOCC2)cc1)N1CCN(c2ccccc2)CC1	-0.9	0	4	5	3	4	0	7	-3
Cc1nc(-c2ccc3c(c2)OCO3)cs1	1.3	0	-3	5	-6	-2	-1	9	-1
CO/N=C/CC(=O)c1ccc([N+](=O)[O-])c(CS(=O)(=O)c2ccc(Cl)cc2)c1	0.2	2	42	-3	20	5	-1	-3	6
CCc1ccc(N2CC(C(=O)OCC(=O)Nc3ccc([N+](=O)[O-])cc3)CC2=O)cc1 (stereo not drawn)	4.1	3	13	9	.	5	.	4	-3
CN(C)S(=O)(=O)N1CCCC(C(=O)c2ccc(-c3ccccc3)c(F)c2)C1 (stereo not drawn)	3.1	7	1	-7	4	1	12	-23	0
COc1ccc(NS(=O)(=O)c2ccc(C)c(NC(=O)c3ccc(C)c(S(=O)(=O)N4CCOCC4)c3)c2)cc1	4.1	6	-5	3	7	5	1	-13	0
O=C(NCc1cccnc1)c1ccc(NC(=O)c2cccc([N+](=O)[O-])c2)cc1	0.7	0	-3	-2	-1	3	-3	8	-5
Cc1ccc(Cl)cc1NC(=O)C1CC1c1ccccc1 (stereo not drawn)	1.4	0	3	11	-2	-5	0	3	2
COc1cc(CC(=O)OCC(=O)Nc2ccc(N(C)C)cc2)cc(OC)c1OC	.	1	-2	5	.	18	.	4	.
CCCCc1nc2ccccc2c(=O)n1NC(=O)c1c(O)c2cccc3c2n(c1=O)CC3	0.1	0	12	2	2	1	-2	20	0
Further compounds
SMILES	PP5 inh	GRK2 inh	VLA-4 inh	procasp3 activ	HCV core dimer	procasp7 counter	CTSL1 counter	JMJD2C inh	PP1 counter
O=[N+]([O-])c1ccc(C(O)C23CN4CN(CN(C4)C2)C3)cc1 (stereo not drawn)	1.9	0	-12	3	-2	5	0	1	7
Cc1cc(C)n(-c2nc(-c3ccc(Cl)cc3)cs2)n1	0.2	5	7	5	8	-4	3	-54	-3
O=C(COc1ccccc1)Nc1nnc(-c2ccc3c(c2)CCCC3)o1	2.9	1	0	9	6	9	1	7	26*
COc1ccc(C(=O)Nc2ccc(Oc3nc(C)nc4sc(-c5ccccc5)cc34)cc2)cc1OC	3.1	3	1	6	-3	7	-2	5	-1
Cc1cc(Cn2nc(C(=O)NCC3CC3)cc2-c2ccccc2)on1	-1.1	.	.	9	-4	-5	2	144	-1
Cc1cc(C)cc(-n2ncc3c2CCCC3NC(=O)c2cc(C)n(C)n2)c1 (stereo not drawn)	4.9	3	-131	9	-7	-2	4	-7	0
COc1ccc(OCC(O)CNC(=O)Nc2ccccc2)cc1 (stereo not drawn)	3.7	0	11	1	0	6	-3	-7	0
CN(c1ccccc1)S(=O)(=O)c1cccc(NC(=O)CN2C(=O)NC3(CCCCC3)C2=O)c1	2.1	0	13	-1	.	2	.	.	-2
CCC(C)(C)NC(=O)C(c1ccc(F)cc1)N(Cc1ccco1)C(=O)c1snc(C(N)=O)c1N (stereo not drawn)	1.4	7	-13	-4	-12	5	3	34	5
CCC(C)(C)NC(=O)C(c1ccc(OC)cc1)N(CC1CCCO1)C(=O)CCC(=O)Nc1cc(C)on1 (stereo not drawn)	-0.2	1	-12	-2	4	10	2	0	-1
COC(=O)CN(c1ccccc1)S(=O)(=O)c1ccccc1	0.4	0	5	1	-1	-2	-2	-5	-2
COc1cc(C(=O)NCCC(=O)NCCCN2CCCCC2)cc(OC)c1OC	-2.0	5	8	-3	-8	-1	1	-2	2
COCCCN1C(=O)C(=O)/C(=C(/O)c2ccc(OC(C)C)c(C)c2)C1c1ccncc1 (stereo not drawn)	1.2	3	6	-2	0	-18	-1	15	0
C[C@H](CO)N1C[C@H](C)[C@@H](CN(C)Cc2ccccc2)Oc2c(NS(=O)(=O)c3ccccc3)cccc2C1=O	.	0	-16	-1	.	1	.	-17	.
O=C(NCCCN1CCCC1=O)C1CCN(S(=O)(=O)c2ccc(F)cc2)CC1	-2.3	1	12	9	.	3	.	.	-5

An excerpt of these results, in markdown.
| SMILES | PP5 inh | GRK2 inh | VLA-4 inh | procasp3 activ | HCV core dimer | procasp7 counter | CTSL1 counter | JMJD2C inh | PP1 counter |
| --- | --- | --- | --- | --- | --- | --- | --- | --- | --- |
| COc1c(Cl)cc(-c2noc(C)c2C(=O)NCCc2ccc(C)cc2)cc1Cl | 3.2 | 0 | 29 | 6 | 3 | 8 | -2 | 2 | -6 |
| CCn1c(=O)c(=O)[nH]c2cc(C(=O)NCc3ccc(F)cc3)ccc21 | 0.3 | 0 | -51 | 5 | -3 | 13 | 3 | 0 | -2 |
| Cc1nn(C)c(C)c1NC(=O)CC12CC3CC(CC(C3)C1)C2 | 2.0 | 0 | -5 | 0 | -5 | -12 | -11 | -2 | 1 |

Outcome played no part in choosing rows; about 2.6% have a hit in one of these screens.
